# Source: PubChem BioAssay
# mHTT CaM bind: mHTT-calmodulin interaction abrogation | P42858 | AlphaScreen His-mHTT/GST-CaM binding, luminescence | inhibition, % at 15 µM | 190,000 compounds, 3.6% hits;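 note: 0% = both proteins with DMSO and 100% = one protein alone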
# Pf apPOL inh: Pf-apPOL DNA polymerase inhibition; Recombinant Pf-apPOL, molecular beacon fluorescence, 1.5 h; inhibition, % at 10 µM; 210,000 compounds, 0.25% hits
# The depositor's hits bear a star; i = inactive; / = not tested or not shown; & = joins results of further samples. Cut-off read from the data, not from the text of the source: active = inhibition above about 50%; inactive = the rest.
SMILES,mHTT CaM bind,Pf apPOL inh
O=C(NC1CCCC1)N1CCC2(CC1)Nc1cc(F)ccc1-n1cccc12,29,-5
CSC1=C(C#N)C(c2ccccc2C)C(C#N)C(=O)N1 (stereo not drawn),-6,-3
COc1ccccc1CNC(=O)c1cnn2c3c(cnc12)CCCCCC3,3,4
Cc1c(N2C(=O)C3C4C=CC(C5CC45)C3C2=O)c(=O)n(-c2ccccc2)n1C (stereo not drawn),2&-1,0&-1
COc1ccc(C=C2Oc3cc(OCC(C)=O)ccc3C2=O)c(OC)c1OC,2,-4
CCC(=O)NCCc1csc(C2CCN(C(=O)c3cccc(F)c3)CC2)n1,8,-5
Cc1ccc(N2C(=O)CC(C3CCCO3)C2=O)cc1 (stereo not drawn),0,7
CC(=O)CC[C@H]1CC[C@]2(CCCN(C(=O)C(C)(C)C)C2)O1,-14,-8
CCOC(=O)CCC(=O)Nc1nnc2n1CCS2,-4,2
Cc1ccc2c(c1)C(=O)OC(C)(C(=O)O)C2 (stereo not drawn),5,-5
O=C(NC1CCCC1)C1CCCN(C(=O)c2ccc(F)c(F)c2)C1 (stereo not drawn),5,-10
N#Cc1c(N)nc2c(c1-c1ccsc1)CCCCCC2,4,-4

# Single records, as listed above. Values in the order: mHTT CaM bind | Pf apPOL inh
# Cc1c(N2C(=O)C3C4C=CC(C5CC45)C3C2=O)c(=O)n(-c2ccccc2)n1C (stereo not drawn) is listed with 2&-1 | 0&-1
# CSC1=C(C#N)C(c2ccccc2C)C(C#N)C(=O)N1 (stereo not drawn) is listed with -6 | -3
# CCC(=O)NCCc1csc(C2CCN(C(=O)c3cccc(F)c3)CC2)n1 is listed with 8 | -5

# As entered above.
# CC(=O)CC[C@H]1CC[C@]2(CCCN(C(=O)C(C)(C)C)C2)O1 | mHTT CaM bind = -14
# N#Cc1c(N)nc2c(c1-c1ccsc1)CCCCCC2 | mHTT CaM bind = 4
# Cc1ccc2c(c1)C(=O)OC(C)(C(=O)O)C2 (stereo not drawn) | mHTT CaM bind = 5

# More structures
SMILES,mHTT CaM bind,Pf apPOL inh
COc1ccc(N=c2oc3ccccc3cc2C(=O)Nc2nccs2)cc1,2,2
COCc1cc(=O)[nH]c(N=C(N)Nc2c(F)cccc2F)n1,/,-8
COc1ccc(C2=NOC(C(=O)N3CCN(c4ccccc4OC)CC3)C2)cc1 (stereo not drawn),-6,-4
OCCCn1c(-c2ccc(I)cc2)csc1=Nc1ccccc1,70*,-5
CC1CCC2C(=O)N(CNc3ccc(Br)cc3)C(=O)C2C1 (stereo not drawn),1,4
CCCOc1ccc(N2C(=O)CC(N3CCN(c4ccccn4)CC3)C2=O)cc1 (stereo not drawn),9,-6
COc1cccc2cc(C(=O)NC(C)=O)c(=Nc3ccc(C(F)(F)F)cc3)oc12,2,-2
CC1CCN(C(=O)C2CCN(c3nc4ccc(-c5cccnc5)nc4s3)CC2)CC1,17,-4
CCc1ccccc1NC(=O)c1cc2cc(C)ccc2o1,-44,-3
Cc1ccc(C)c2sc(N(Cc3cccnc3)C(=O)c3ccnn3C(C)C)nc12,14,-9
O=C(NC1CCCCC1)C1CCCN(C(=O)c2ccc(F)c(F)c2)C1 (stereo not drawn),29,-10
c1ccc(-c2n[nH]c(C3CCCN3Cc3ccco3)n2)cc1 (stereo not drawn),33,3
COc1cc(C2=NOC(C(=O)N3CCCc4ccccc43)C2)cc(OC)c1OC (stereo not drawn),24,-4
COc1ccc(-c2c(C)oc3c4c(ccc3c2=O)OCN(CC(C)C)C4)cc1OC,9,-2
COc1ccccc1OCC(=O)NC1CC(O)C(CO)C1 (stereo not drawn),-4,0
O=C(O)c1cncc(-c2cccs2)c1,/,6
COc1ccc(OC)c(NC(=O)c2cc3ccc(O)cc3oc2=Nc2ccc(C(=O)O)cc2)c1,22,-3
COc1ccccc1N1CCN(Cc2cc(=O)[nH]c(C(C)C)n2)CC1,7,1
CNC(=O)C1CN(C(=O)c2ccc(OC)cc2C)CC12CCCC2 (stereo not drawn),-1,-7
COc1ccc(CCN=CC2=C(O)CC(c3ccccc3)CC2=O)cc1OC (stereo not drawn),1,-4
O=C1CCCCCN1C(=O)c1ccccc1F,-1,-2
Cc1cc(C(=O)NCCOc2ccc3nnc(-c4ccccc4)n3n2)c(C)o1,26,-4
CCc1ccc(C2CC(c3ccccc3F)n3nnnc3N2)cc1 (stereo not drawn),4,-4
COc1ccc(NC2C=CS(=O)(=O)C2)cc1 (stereo not drawn),4,-7

# Six entries out of the list, ordered by molar mass, largest number first:
SMILES,mHTT CaM bind,Pf apPOL inh
COc1ccc(OC)c(NC(=O)c2cc3ccc(O)cc3oc2=Nc2ccc(C(=O)O)cc2)c1,22,-3
COc1cc(C2=NOC(C(=O)N3CCCc4ccccc43)C2)cc(OC)c1OC (stereo not drawn),24,-4
CCc1ccc(C2CC(c3ccccc3F)n3nnnc3N2)cc1 (stereo not drawn),4,-4
COc1ccc(NC2C=CS(=O)(=O)C2)cc1 (stereo not drawn),4,-7
O=C1CCCCCN1C(=O)c1ccccc1F,-1,-2
O=C(O)c1cncc(-c2cccs2)c1,/,6

# (cont.)
SMILES,mHTT CaM bind,Pf apPOL inh
CS(=O)(=O)C(C#N)=Cc1ccc(Cl)s1,/,-8
O=C(Nc1ccc(F)cc1)c1cc(S(=O)(=O)N2CCc3ccccc32)ccc1F,2,30
Cn1ncc(N2CCCC(C(=O)NC3CCCC3)C2)cc1=O (stereo not drawn),-2,3
Cc1ccc(OCC(=O)N2CCN(S(=O)(=O)c3ccccc3[N+](=O)[O-])CC2)cc1,15,-73
CC(=O)Nc1ccccc1NC(=O)C(Cl)(Cl)Cl,-4,2
C=CCNc1nc(C2COc3ccccc3O2)cs1 (stereo not drawn),-1,3
O=Cc1cccc(OCc2cn(CC(=O)c3ccc(O)cc3)nn2)c1,43,17
CN1CCCc2cc(CCNS(=O)(=O)c3cccs3)ccc21,51*,-5
Cc1ccc(C(=O)N2CCC(c3nc(CNC(=O)C4CC4)cs3)CC2)cc1C,29,-2
COc1ccc(C2C(C(C)=O)=C(O)C(=O)N2CC(=O)O)c(OC)c1 (stereo not drawn),-2,-5
COc1ccc(C(=O)C[n+]2cccc(C(N)=O)c2)cc1,-3,1
O=C1S/C(=C\c2cccs2)C(=O)N1c1ccccc1,6,2
COc1cc(S(=O)(=O)n2cnc(C)c2)ccc1Cl,-4,-3
COc1ccc(S(=O)(=O)Nc2ccc(C)c([N+](=O)[O-])c2)cc1,-1,1
CCC(=O)N1CCc2sc(C(=O)N3CCC4(CC3)OCCO4)cc2C1,1,-1
O=c1oc(-c2ccccc2Cl)nc2c1cnn2-c1ccccc1,90*,-3
Cc1nc2c(C(=O)NCc3ccccc3)cnn2c(C)c1Cc1ccc(F)cc1,6,-4
CNc1ccc(OC(F)(F)F)cc1,-4,/
Cc1ccc(NC(=O)c2cc(C(C)C)n3nccc3n2)c(C)c1,-34,-2
COc1cc(C=Nc2ccc(C)cc2)cc(Br)c1O,13,-14
O=C(c1ccccc1Cl)N1N=C2CCCCC2C1(O)C(F)(F)F (stereo not drawn),-2,-1
COc1ccc(N2CCN(CC(O)COc3ccc(Cl)cc3C)CC2)cc1 (stereo not drawn),76*,-2
O=C(Nc1ccc2oc(-c3ccncc3)nc2c1)c1ccc([N+](=O)[O-])cc1Cl,3,7
N#C/C(=C\c1ccc2c(c1)OCO2)C(=O)Nc1ccc(Cl)c([N+](=O)[O-])c1,4,-4
NS(=O)(=O)c1ccc(Sc2ccc(Cl)cc2)s1,/,-4&-7
O=C(NCC1CCN(C(=O)Nc2ccc(F)cc2)CC1)C(=O)NCC1CCCO1 (stereo not drawn),-11,-5
COCCn1cc2c3c(cccc31)CN(C(=O)Nc1ccc(Br)cc1)CC2,4,-6
C=C1SC(=Nc2ccccc2Cl)N(C(=O)c2sc3ccccc3c2Cl)C1(C)C,/,2
Cc1cccc2nnc(N3CCC(C(=O)Nc4ccccc4F)CC3)n12,3,2
Cc1ccc(C(=O)N2CCCCC2c2nncn2CC2CC2)s1 (stereo not drawn),-5,1
CC(C)CC(=O)N1CCC(CCOCc2ccc(F)cc2)CC1,2,-2
COc1ccc(N2CC(NC(=O)c3ccccc3Cl)CC2=O)cc1OC (stereo not drawn),-18,-7
Cc1cccc(N2C(=O)NC(=O)/C(=C\c3cn(CC(=O)Nc4ccccc4)c4ccccc34)C2=O)c1,9,-3
CCSc1nnc2c(n1)OC(c1cn[nH]c1-c1ccccc1)Nc1ccccc1-2 (stereo not drawn),7,-6
N#CCc1nc(-c2ccc(-c3ccccc3)cc2)cs1,-1,0
CCN1C(=O)c2cccc3c(NC(=O)c4ccccc4Br)ccc1c23,-7,-5
COc1cccc2cc(-c3csc(NC4CCCCC4)n3)c(=O)oc12,-47,-3
CCc1cccc(N=c2oc3c(C)ncc(CO)c3cc2C(=O)Nc2ccc(F)cc2F)c1,-3,0
N=c1c(C(=O)NCc2ccccc2)cc2c(=O)n3ccccc3nc2n1Cc1ccco1,85*,11
O=C(Nc1ccccc1-c1nc2ccccc2[nH]1)c1ccccc1F,34,5
CC1=NOC(=O)/C1=C/c1ccc(OCC(=O)O)c(Br)c1,-3,-2
Fc1ccccc1CN1CCC(N2CCCCCC2)CC1,1,-6
CCN(CCCNC(=O)C1CCCN(C(=O)c2cccc(Cl)c2)C1)c1ccccc1 (stereo not drawn),33,-4
O=C(NC1CC1)c1ccc(OCC2CCN(C(=O)Cc3ccccc3F)CC2)cc1,7,-5
CCCNC(=O)c1ccc2c(c1)ncn2-c1ccc(C)cc1C,-2,33
Cc1ccccc1C(=O)N1CCC(C(=O)Nc2ccc(F)c(Cl)c2)CC1,-1,-2
Cn1nc(-c2nc(C3CC3)no2)c2c1CCN(S(=O)(=O)c1ccccc1Cl)C2,14,-1
O=C(c1ccc(OCC2CCN(C(=O)c3ccncc3)CC2)cc1)N1CCOCC1,-4,1
COc1ccc(CNC(=O)CN2C(=O)C3CCCCN3C(=O)c3ccccc32)cc1 (stereo not drawn),13,-8
COCCNC(=O)C1=C2CCCN2c2ccc(F)cc2S1(=O)=O,-9,3
CCOc1ccccc1C(=O)Nc1c2c(nn1-c1ccc(F)cc1)CSC2,14,-7
COc1ccc(N2CCN(C(=O)CSCc3ccccc3)CC2)cc1,21,-10
Cc1ccc(OCc2nc3ccccc3n2C(C)C)cc1,-17,-2
CCn1c(N2CCC(C(=O)NCCCOC)CC2)cc(=O)n(C)c1=O,32,-4
COc1ccc(N2CCN(C(=O)c3ccc(Br)cc3)CC2)cc1,1,-5
CCOC(=O)CNC(=O)CSc1nnc(Cc2cccn2C)n1CCOC,-4,-9
CCCCCc1ccc(S(=O)(=O)Nc2ncccc2OCc2cc(F)cc(F)c2)cc1,/,-8&-2
Cc1oc(-c2ccc(Cl)cc2)nc1CN1CCCC(C(=O)NCc2ccccn2)C1 (stereo not drawn),25,-6
CN1CCCN(C(=O)C2CC(=O)N(c3ccc4c(c3)CCN4C(=O)C3CC3)C2)CC1 (stereo not drawn),2,-6
COCCCNC(=O)c1cnn2c(C)c(Cc3cc(C)ccc3C)c(C)nc12,42,-11

# Filtered by structure, the compounds so far with a nitro group on carbon (4)
SMILES,mHTT CaM bind,Pf apPOL inh
Cc1ccc(OCC(=O)N2CCN(S(=O)(=O)c3ccccc3[N+](=O)[O-])CC2)cc1,15,-73
COc1ccc(S(=O)(=O)Nc2ccc(C)c([N+](=O)[O-])c2)cc1,-1,1
O=C(Nc1ccc2oc(-c3ccncc3)nc2c1)c1ccc([N+](=O)[O-])cc1Cl,3,7
N#C/C(=C\c1ccc2c(c1)OCO2)C(=O)Nc1ccc(Cl)c([N+](=O)[O-])c1,4,-4

# Continuation:
SMILES,mHTT CaM bind,Pf apPOL inh
Cn1c(=O)c2c(nc3n2CC(c2ccc(Br)cc2)=NN3Cc2ccccc2)n(C)c1=O,0,-3
O=c1nc(-c2cccs2)n(-c2ccccc2)[nH]1,/,-1
O=C1OC(c2ccccc2Cl)=N/C1=C\c1cccc(F)c1,15,-2
CC1(C)CC(=O)C2=C(C1)Nc1nc(SCc3ccccc3F)[nH]c(=O)c1C2c1ccc(O)cc1 (stereo not drawn),46,1
CC(=O)Nc1c(N2CCCC2)ccc2nsnc12,2,1
CCc1ccccc1NC(=O)N1CCC(c2cc3n(n2)CCCNC3=O)CC1,-5,-1
O=C(CCN1CCCC1)Nc1nc(-c2ccc(Cl)cc2)cs1,/,-51
Cc1ccc(CS(=O)(=O)CCC(=O)NCCCN2CCCC2=O)cc1,-2,-21
Cc1nc(C(C)C)nc(N2CCN(S(C)(=O)=O)CC2)c1Cc1ccccc1F,8,-4
O=C(NCc1ccc(C(F)(F)F)cc1)c1cn2c(n1)CSCC2,8,-14
O=C(NCCC1=CCCCC1)C(=O)NCCC(O)c1ccccc1 (stereo not drawn),-4,-17
CCN1CCc2c(sc(N)c2C#N)C1,7,-22
CC1=C(C(=O)Nc2ccc(C)cn2)C(c2ccc(Cl)c([N+](=O)[O-])c2)C2=C(CCCC2=O)N1 (stereo not drawn),35,-6
O=S(=O)(c1ccc(Cl)cc1)n1cc2c(n1)CCOC2,/,0
COc1cccc2c(Nc3cccc(C(F)(F)F)c3)cc(C)nc12,12,-52
Cc1c(C#N)c(O)[nH]c(=O)c1N=Nc1ccc([N+](=O)[O-])cc1,/,4
CC(C)(C)NC(=O)NCC1(O)CCOCC1,-12,-4
CN(C)c1ccc(/C=N/OC(=O)NC2CCCCC2)cc1,i,12
S=C1NCN(C2CC2)CN1,/,-5&-14
N[C@@H](CC(=O)O)C(=O)O,/,4
